Compound activity deposited in PubChem by several laboratories.
CRFR2-BP ag – CRF-BP/CRF-R2 complex agonism. HEK293 CRF-R2/CRF-BP, calcium dye fluorescence (FLIPR); percent of saturating CRF peptide response. AID 588473. 350,000 compounds, 0.46% hits. activation, % at 13.2 µM;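 active = activation of at least 50%, plus an integration ratio under a set limit after plate pattern correction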;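 note: plate controls were neutral control wells without compound for no effect and CRF at EC100 for full effect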
MEKK2 WT-MEK5 – raises or lowers MEK5 binding to wildtype human MEKK2 PB1 domain; Q9Y2U5; bead flow cytometry, Alexa488-MEK5 binding to MEKK2 WT; actives lie on both sides; binding response (% of control), % at 10 µM; 290,000 compounds, 1.1% hits; in the data active = binding response below about 67% or above about 130%
UBC9 SUMO inh – inhibitors of human SUMOylation (UBC9); HTRF SUMOylation assay, SAE1/SAE2 + UBC9, in vitro; AID 2006; inhibition, % at 35 µM; 290,000 compounds, 0.36% hits; P63279; in the data active = inhibition above about 50%, passing the limit was not always enough; note: strong numbers were not always called active
Target sequence (P63279 whole entry, looked up): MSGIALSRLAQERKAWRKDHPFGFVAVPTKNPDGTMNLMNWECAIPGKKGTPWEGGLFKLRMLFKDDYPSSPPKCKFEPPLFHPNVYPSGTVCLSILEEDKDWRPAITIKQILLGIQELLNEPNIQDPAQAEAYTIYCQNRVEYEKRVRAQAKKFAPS
DNA FID counter – displaces DNA intercalator in HCV helicase counter-screen. DNA fluorescent intercalator displacement, fluorescence. inhibition, % at 7.9 µM. 290,000 compounds, 0.17% hits. AID 1845; in the data active = inhibition above about 37%;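 note: 0% = vehicle and 100% = reference compound; higher means more ethidium bromide displaced from hairpin DNA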
HCV NS3 hel inh – HCV NS3 helicase inhibition; 290,000 compounds, 0.56% hits; NS3 helicase DNA unwinding, Cy5 molecular beacon fluorescence; AID 1800; inhibition, % at 10.9 µM;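 active = inhibition above the mean of all tested compounds plus 3 SD, set per campaign, cut at about 35% in these data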;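 note: 0% = DMSO wells and 100% = thioflavine S control wells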
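Assay system – hepatitis C virus NS3 helicase domain fragment enzyme · Buffer or medium – MOPS pH 6.5, MgCl2, DTT, Tween20, BSA · Reagent – Cy5/quencher beacon DNA duplex and ATP to start · Compound – single 10.9 µM dose · Timing – 1 h at 25 °C · Technique – Cy5 beacon fluorescence read at start and 1 h · Measure – % inhibition of unwinding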
MEKK2 mut-MEK5 – signal of MEK5 binding to mutant human MEKK2 PB1 domain; bead flow cytometry, Alexa488-MEK5 binding to MEKK2 mutant; percent response, % at 10 µM; 290,000 compounds, 0.35% hits; in the data active = percent response above about 24%, passing the limit was not always enough; note: inactives centre near 1; some results filed as inactive read as strong as hits; reference of the scale not given here
GalR3 antagonist – human GalR3 antagonism | O60755 | HEK293 GalR3-CNG cAMP membrane potential fluorescence; galR3 body fused to GalR1 C-terminus | inhibition, % at 3 µM | 360,000 compounds, 0.44% hits | AID 651719;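 active = inhibition above the screen-wide average plus 3 SD, cut at about 13% in these data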;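 note: forskolin and galanin both at EC90 stimulate the cells; cAMP rise reported by CNG channel membrane potential dye signal; 0% = forskolin plus galanin with DMSO and 100% = forskolin alone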
Target sequence (O60755 1-299 limits assumed): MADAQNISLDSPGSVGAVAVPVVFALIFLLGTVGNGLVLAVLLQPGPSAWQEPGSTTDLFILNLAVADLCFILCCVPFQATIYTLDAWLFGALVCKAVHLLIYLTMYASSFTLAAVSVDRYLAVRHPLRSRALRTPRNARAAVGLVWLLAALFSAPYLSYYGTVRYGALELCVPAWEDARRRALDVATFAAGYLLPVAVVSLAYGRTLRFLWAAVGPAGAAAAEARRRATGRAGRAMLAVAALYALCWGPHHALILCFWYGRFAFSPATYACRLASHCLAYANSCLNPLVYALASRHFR
MEKK3 PB1 HTS – raises or lowers MEK5 binding to the human MEKK3 PB1 domain | bead-based flow cytometry, Alexa488-MEK5 binding to MEKK3; actives lie on both sides; 0 = blocked by unlabeled MEK5, 100 = vehicle | 290,000 compounds, 1.4% hits | AID 1529 | Q99759 | binding response (% of control), % at 10 µM;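 active = binding response more than 3 SD above or below the average of its plate-row segment, actives on both sides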;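 note: Alexa488 bead fluorescence after subtracting the streptavidin-only scavenger bead signal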
Target sequence (Q99759 whole entry, looked up, the tested form may be a part): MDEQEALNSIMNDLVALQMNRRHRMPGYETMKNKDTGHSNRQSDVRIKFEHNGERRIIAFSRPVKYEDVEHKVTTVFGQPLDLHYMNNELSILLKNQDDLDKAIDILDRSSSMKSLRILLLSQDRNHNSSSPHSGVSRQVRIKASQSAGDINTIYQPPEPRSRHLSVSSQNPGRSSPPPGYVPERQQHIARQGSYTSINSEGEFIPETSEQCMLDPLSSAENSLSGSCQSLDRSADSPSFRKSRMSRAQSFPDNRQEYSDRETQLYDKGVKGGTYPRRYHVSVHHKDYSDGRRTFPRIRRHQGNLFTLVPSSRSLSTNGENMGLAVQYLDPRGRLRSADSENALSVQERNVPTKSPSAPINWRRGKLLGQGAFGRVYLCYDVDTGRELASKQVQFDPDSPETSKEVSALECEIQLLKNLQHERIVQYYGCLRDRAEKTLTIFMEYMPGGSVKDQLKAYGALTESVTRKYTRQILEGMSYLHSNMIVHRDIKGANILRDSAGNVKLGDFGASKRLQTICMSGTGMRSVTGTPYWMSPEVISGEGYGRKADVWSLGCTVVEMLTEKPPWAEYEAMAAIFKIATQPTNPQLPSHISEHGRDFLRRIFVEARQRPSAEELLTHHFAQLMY
CRFBP-R2 block – CRF-BP/CRF-R2 complex antagonism; HEK293 CRF-R2/CRF-BP, CRF-induced calcium fluorescence; inhibition, % at 11.8 µM; 350,000 compounds, 0.59% hits; AID 588475;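 active = inhibition of the ligand-induced calcium signal above about 50% at the single tested concentration, limit read from the data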
* marks the source's active call; other numbers are inactive results; x = no result given. These rows are one share of the data (hit frequency here may not be typical).

Start of the listing, in advance, 5 compounds:
SMILES | CRFR2-BP ag | MEKK2 WT-MEK5 | UBC9 SUMO inh | DNA FID counter | HCV NS3 hel inh | MEKK2 mut-MEK5 | GalR3 antagonist | MEKK3 PB1 HTS | CRFBP-R2 block
CCOC(=O)C1(C/C(C)=N/NC(N)=O)CC(C)OC1=O (centres undefined) | -2.4 | 102 | -6 | 0 | 16 | 1 | -1 | 101 | 11
Cc1sc2ncnc(N(C)Cc3ccco3)c2c1C | -1.1 | 102 | -3 | -7 | 1 | 5 | -2 | 99 | -5
O=C(Nc1nc(-c2ccccn2)cs1)c1ncc(Cl)c(Cl)c1Cl | -0.4 | 97 | -19 | -8 | 4 | 0 | -1 | 101 | 9
Cc1ccsc1C1Nc2ccc3ncccc3c2C2=C1C(=O)CCC2 (centres undefined) | 0.0 | 109 | 4 | -6 | 1 | 6 | -3 | 103 | -11
C/C(=N\NC(=O)c1cc(-c2ccc(C)s2)[nH]n1)c1ccco1 | -7.3 | 101 | 9 | -4 | 9 | 1 | -4 | 98 | -30

All compounds of this part, from the start:
SMILES | CRFR2-BP ag | MEKK2 WT-MEK5 | UBC9 SUMO inh | DNA FID counter | HCV NS3 hel inh | MEKK2 mut-MEK5 | GalR3 antagonist | MEKK3 PB1 HTS | CRFBP-R2 block
CCOC(=O)C1(C/C(C)=N/NC(N)=O)CC(C)OC1=O (centres undefined) | -2.4 | 102 | -6 | 0 | 16 | 1 | -1 | 101 | 11
Cc1sc2ncnc(N(C)Cc3ccco3)c2c1C | -1.1 | 102 | -3 | -7 | 1 | 5 | -2 | 99 | -5
O=C(Nc1nc(-c2ccccn2)cs1)c1ncc(Cl)c(Cl)c1Cl | -0.4 | 97 | -19 | -8 | 4 | 0 | -1 | 101 | 9
Cc1ccsc1C1Nc2ccc3ncccc3c2C2=C1C(=O)CCC2 (centres undefined) | 0.0 | 109 | 4 | -6 | 1 | 6 | -3 | 103 | -11
C/C(=N\NC(=O)c1cc(-c2ccc(C)s2)[nH]n1)c1ccco1 | -7.3 | 101 | 9 | -4 | 9 | 1 | -4 | 98 | -30
COC(=O)c1ccccc1S(=O)(=O)N(Cc1cc2ccc(OC)cc2[nH]c1=O)CC1CCCO1 (centres undefined) | -3.7 | 103 | 11 | -23 | 10 | -1 | -5 | 100 | -32
COc1ccc(C(=O)C2CCCN(C(=O)CCc3scnc3C)C2)c(C)c1 (centres undefined) | -0.5 | 97 | 2 | -33 | -5 | 0 | 0 | 98 | 1
CCCCC(=O)N(CCOC)c1nnc(-c2ccc(OC)cc2)s1 | 0.1 | 109 | -12 | -7 | -2 | 6 | -3 | 105 | -7
CCOC(=O)CCP(=O)(O)C(C)(O)c1ccccc1 (centres undefined) | -1.4 | 102 | 14 | 9 | 0 | 5 | -7 | 102 | -19
CC(=O)c1cc(NC(=O)c2ccccc2)c(=O)oc1/C=C/N(C)C | 34 | 95 | -3 | -14 | 22 | -4 | -2 | 100 | -21
Cc1nnc(N(C)C(=O)c2cccnc2)s1 | 2.2 | 110 | -10 | 1 | 3 | 3 | 0 | 104 | -5
COCCn1cc(C(=O)NCc2cccs2)c2c3ccccc3n(C)c2c1=O | 1.6 | 105 | 22 | -2 | 3 | 5 | -3 | 106 | -5
COc1ccc(C2=NOC3(CC(=O)N(c4ccc(C)cc4)C3=O)C2)cc1 (centres undefined) | 0.9 | 100 | -4 | -8 | 1 | 2 | 0 | 100 | -13
Cc1cc(=O)oc2c1ccc1ccccc12 | -1.4 | 99 | 5 | -15 | 6 | -5 | 3 | 96 | 3
Cn1c(C(=O)NCCN2CCOCC2)cc2c(=O)n3ccccc3nc21 | -0.7 | 101 | x | -6 | 8 | 0 | 3 | 99 | 2
CCN1C(c2ccc(F)cc2)=CS/C1=C(\C#N)c1nnc2n1-c1ccccc1SC2 | -1.0 | 96 | 4 | -16 | -3 | -1 | -5 | 93 | 18
O=C(NC1CCCCC1)[C@@H]1CC=C[C@@H]2CCN(C3CCCCC3)C(=O)[C@@H]21 | -0.9 | 103 | x | x | x | 4 | -6 | 103 | -7
O=C1CC(N(CCc2ccccc2)C(=S)Nc2cc(Cl)ccc2Cl)C(=O)N1c1c(Cl)cccc1Cl (centres undefined) | 2.2 | 107 | -46 | 3 | -1 | 2 | -2 | 104 | -6
COc1ccc(-n2c(=O)c3c4c(sc3n(CC(=O)NCC3CCCO3)c2=O)CCCC4)c(OC)c1 (centres undefined) | -2.3 | 93 | -1 | -38 | -9 | -7 | 0 | 99 | 3
O=C(Nc1ccccc1Oc1ccccc1)c1cc([N+](=O)[O-])ccc1Cl | -4.0 | 108 | 5 | 5 | -9 | 7 | -4 | 101 | 16
COc1ccc(OC)c(/C=N\NC(=O)c2ccc(-c3ccccc3)cc2)c1 | 0.1 | 93 | 8 | -34 | -3 | -3 | -2 | 99 | 6
CC(C)C(NC(=O)c1ccc(C(C)(C)C)cc1)C(=O)NCC1(N(C)C)CCCCC1 (centres undefined) | 0.1 | 106 | -8 | 4 | -15 | 6 | -10 | 103 | -22
COc1ccccc1CN1C[C@@H]2C[C@@H](c3ccc(Cl)cc3)N3CCC[C@@]23C1=O | 2.5 | 93 | 11 | -19 | 7 | -8 | -6 | 102 | 1
COc1cccc(C(=O)O/N=C(\C)c2cnccn2)c1 | -0.2 | 101 | 9 | -4 | -3 | -1 | -4 | 99 | 0
O=C(NC1CCCC1)c1cc(=O)[nH]c2ccccc12 | -0.7 | 102 | 1 | 0 | 15 | 1 | -4 | 101 | -12
C/C(=N/Oc1nc(C)cc(C)n1)c1ccc(F)cc1 | -0.6 | 105 | 7 | -4 | 3 | 6 | 1 | 104 | 7
Nc1ccccc1SCc1c(Cl)cccc1Cl | -0.4 | 101 | 4 | -3 | 2 | 2 | -5 | 104 | -8
COC(=O)c1ccc(NC(=O)CN(c2ccc(C)cc2)S(=O)(=O)c2c(C)nn(C)c2C)cc1 | 0.1 | 104 | 12 | -19 | 2 | 5 | 3 | 109 | -28
CCCCCCOc1ccc(NC(=O)CC2C(=O)N(CC)C(=S)N2Cc2ccco2)cc1 (centres undefined) | 0.9 | 141* | -14 | -13 | 18 | 3 | -2 | 110 | -2
Cc1ccc(OCC(=O)N2CCN(C(=O)c3ccco3)CC2)cc1 | -0.5 | 104 | 2 | -8 | 17 | 2 | -1 | 116 | -6
CCCn1c(=O)n(C)c(=O)c2c(SCc3cc(C(C)=O)ccc3OCC)nc(C3CC3)nc21 | 8.9 | 102 | x | -4 | 2 | 2 | -2 | 103 | 10
COc1ccc(OC)c(NC(=O)c2c(NC(=O)CCC(=O)O)sc3c2CCCCC3)c1 | -0.5 | 92 | 4 | -32 | 26 | -5 | -3 | 91 | -8
CC(/C=C1\SC(=S)N(CCC(=O)Nc2ccccc2O)C1=O)=C\c1ccccc1 | 5.0 | 102 | 16 | -12 | 3 | 7 | 2 | 102 | -8
O=c1oc2cc(OCc3c(F)c(F)c(F)c(F)c3F)ccc2cc1-c1ccccn1 | 1.6 | 113 | 9 | -5 | 0 | 13 | -5 | 100 | 10
Cc1ccc(CCNC(=O)CCc2nc3ccccc3[nH]2)cc1 | -2.0 | 103 | 11 | -4 | -5 | -1 | 4 | 105 | 3
CCCCCn1c(Sc2ncccn2)nc2c1c(=O)[nH]c(=O)n2C | -1.6 | 93 | 8 | -16 | 2 | -5 | 0 | 92 | 4
c1ccc2c(c1)nc(N1CCOCC1)c1nnnn12 | 0.8 | 99 | 9 | 6 | -1 | 1 | x | 99 | -2
CCC1CCCCN1S(=O)(=O)c1ccc(NC(=O)c2cccnc2)cc1 (centres undefined) | -4.4 | 109 | 22 | -20 | -4 | 7 | -2 | 103 | -7
CCOc1ccc(/C=C(\C)C(=O)c2c(C)cc(C)[nH]c2=O)cc1 | -1.0 | 100 | -2 | -31 | 3 | 9 | 5 | 95 | -4
O=C(CSC(=S)N1CCCCC1)Nc1ncc2c(n1)CCCC2=O | -0.8 | 97 | 6 | -5 | 12 | -2 | -1 | 97 | 3
Cc1cc(C)cc(N(CC(=O)NC2CCC(C)CC2)S(=O)(=O)c2c(C)noc2C)c1 (centres undefined) | 1.7 | 99 | 2 | -8 | 9 | -1 | -4 | 100 | -5
COc1ccccc1NS(=O)(=O)c1ccc(O)c(C(N)=O)c1 | 0.8 | 96 | 6 | -2 | -1 | 2 | 4 | 103 | -5
COc1ccc(NC(=O)c2cc(OC)c(OC)c(OC)c2Br)cc1OC | 0.3 | 100 | 6 | -5 | -9 | -1 | 2 | 110 | -3
C=CCn1c(C)cc(C(=O)CSc2nnc(-c3cccc(S(=O)(=O)N(CC)CC)c3)o2)c1C | 0.6 | x | 4 | 0 | 2 | x | -1 | x | 9
CC(=O)c1ccc(OC(=O)/C=C/c2ccccc2)cc1 | -0.1 | 106 | 5 | -11 | 39* | 13 | -10 | 110 | 2
CC(=O)c1ccc(NC(=O)c2noc3c2CCC3)cc1 | -2.2 | 101 | 45 | -5 | -1 | 4 | -3 | 101 | -5
Cc1cc(NC(=O)CCC(=O)N(Cc2cccs2)C(C(=O)NC2CCCC2)c2cccnc2)no1 (centres undefined) | 1.9 | 103 | -5 | -29 | 4 | 3 | -4 | 99 | -8
Oc1ccccc1-c1nc(/C=C/c2ccccc2)nn1-c1ccccc1 | 0.8 | 112 | -10 | -7 | 1 | 1 | -1 | 106 | -11
Cc1cc([N+](=O)[O-])nn1CC(=O)N(C)Cc1ccccc1 | -2.9 | 100 | 4 | -3 | 10 | -1 | -6 | 97 | 16
O=C(O)CCCCC1CCSS1 (centres undefined) | -1.5 | 76 | x | -5 | 21 | -15 | -1 | 90 | 19
COc1ccc(N2C(=NC(=O)C3CCCO3)SC3CS(=O)(=O)CC32)cc1 (centres undefined) | 1.3 | 110 | x | -2 | -1 | 10 | 2 | 104 | -19
O=C1/C(=C\c2ccccn2)SC(=S)N1Nc1ncc(C(F)(F)F)cc1Cl | 0.3 | 95 | -18 | -7 | 4 | 1 | x | 102 | -17
CCOc1ccc(-n2c(C)c(C(C)=O)c3cc(OC(C)=O)ccc32)cc1 | -1.7 | 102 | 4 | -29 | 4 | 5 | -3 | 100 | -22
COc1ccccc1OCCSc1ncnc2nc[nH]c12 | -1.1 | 96 | 4 | -2 | -1 | 0 | -5 | 96 | 18
O=C(Cn1cc2c(n1)CCCC2)NCCCN1CCN(C2CCCCC2)CC1 | 0.1 | 99 | -1 | 1 | 3 | 0 | 2 | 97 | 0
CN1CCN(c2ncc3c(n2)CC(c2ccccc2F)CC3=O)CC1 (centres undefined) | 0.3 | 101 | 31 | 2 | -7 | 1 | 3 | 106 | 9
CC12CCC(C(=O)N(CCCCN3CCN(c4ccccn4)CC3)C1=O)C2(C)C (centres undefined) | -1.1 | 105 | -5 | -1 | 0 | 4 | -2 | 103 | 8
COc1ccc(-c2ccc(SCC(=O)NC3CCCCC3)nn2)cc1 | 0.6 | 106 | 7 | -29 | -15 | 4 | -3 | 105 | -5
COc1ccc2[nH]c(=O)c(CN(C(=O)c3cccnc3)c3cccc(C)c3)cc2c1 | -3.6 | 109 | 9 | -12 | 4 | 6 | -2 | 107 | -9
